Assay outcomes (PubChem BioAssay)
Runt-CBFb FRET = inhibitors of human RUNX1 Runt domain binding to CBFb | Q01196+Q13951 | Cerulean-Runt/Venus-CBFb FRET ratio 530/480, 1 h | inhibition, % at 20 µM | actives 0.46% (n = 220,000);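 active means inhibition over about 50% at 20 µM in the single-dose screen, limit read from the data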;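 further: 0% = DMSO wells and 100% = excess unlabeled CBFb competitor control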
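test system = Cerulean-Runt domain fusion protein, energy donor | probe or stimulus = Venus-CBFb binding partner, 100 nM | incubation = two 1 h room-temperature incubations shielded from light | detection = fluorescence energy transfer, 422 nm excitation, 530/480 nm emission | measure = loss of energy transfer signal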
NPY2 pot ag = human NPY-Y2 potentiation or agonism, primary screen | cells expressing NPY-Y2, potentiator/agonist read-out | P49146 | AID 1359 | activation, % at 3.6 µM | actives 0.45% (n = 220,000); in the data active means activation above about 27%;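 further: cells stimulated with NPY near EC25 plus isoproterenol at EC100; 0% = vehicle plus submaximal agonist and 100% = vehicle plus saturating agonist; some results beyond the cut were filed as inactive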
Target sequence (P49146 whole entry, looked up): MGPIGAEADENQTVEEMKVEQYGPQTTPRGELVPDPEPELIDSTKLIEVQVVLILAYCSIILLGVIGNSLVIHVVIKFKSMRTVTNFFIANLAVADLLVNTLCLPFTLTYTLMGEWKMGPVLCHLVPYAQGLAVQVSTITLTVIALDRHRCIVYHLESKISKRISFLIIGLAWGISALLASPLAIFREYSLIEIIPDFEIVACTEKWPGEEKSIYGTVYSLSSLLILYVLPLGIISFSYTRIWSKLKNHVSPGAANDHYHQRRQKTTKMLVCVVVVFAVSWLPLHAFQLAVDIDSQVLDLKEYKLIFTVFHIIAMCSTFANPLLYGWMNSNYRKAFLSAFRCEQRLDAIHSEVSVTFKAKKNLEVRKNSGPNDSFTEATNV
NPY1 pot ag = human NPY-Y1 potentiation or agonism, primary screen. P25929. NPY-Y1 expressing cells, potentiator/agonist activation. activation, % at 3.6 µM. actives 0.37% (n = 220,000). AID 1304; in the data active means activation above about 33%, passing the limit was not always enough;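 further: cells stimulated with NPY at EC10 then isoproterenol at EC100; 0% = low agonist plus stimulus and 100% = saturating agonist plus stimulus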
Target sequence (P25929 whole entry, looked up): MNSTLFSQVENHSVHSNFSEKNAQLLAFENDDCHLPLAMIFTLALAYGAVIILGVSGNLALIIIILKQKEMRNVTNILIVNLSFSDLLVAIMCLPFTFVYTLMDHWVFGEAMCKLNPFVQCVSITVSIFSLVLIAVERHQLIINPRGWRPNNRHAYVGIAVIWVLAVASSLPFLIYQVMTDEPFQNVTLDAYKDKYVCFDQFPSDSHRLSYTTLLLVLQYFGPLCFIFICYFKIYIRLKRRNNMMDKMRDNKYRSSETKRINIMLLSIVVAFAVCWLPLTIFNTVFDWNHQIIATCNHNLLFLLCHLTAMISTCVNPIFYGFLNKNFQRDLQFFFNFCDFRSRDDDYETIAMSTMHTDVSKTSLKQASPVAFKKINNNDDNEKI
NPY-Y1 antag = NPY-Y1 (human) receptor antagonism | P25929 | HEK293-CNG Y1 cells, membrane potential fluorescence; NPY at EC95, then isoproterenol | inhibition, % at 3.6 µM | actives 1% (n = 200,000);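 active means inhibition above the campaign mean inhibition of all tested compounds plus 3 SD, cut at about 20% in these data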;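 further: 0% = DMSO wells given NPY plus isoproterenol and 100% = isoproterenol alone without NPY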
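System: HEK293 cells with Y1 receptor plus CNG channel / Probe or stimulus: NPY 25 nM then isoproterenol 1 µM plus Ro 20-1724 25 µM / Compound: one concentration, 3.6 µM, in 0.4% DMSO / Schedule: compound incubation 1 h at room temperature, readout 45 min post-stimulation / Measured by: membrane potential fluorescence / Read-out: % inhibition of NPY effect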
Runt-SMMHC FRET = Runt domain-CBFb-SMMHC interaction inhibition; Q01196+Q13951; Cerulean-Runt/Venus-CBFb-SMMHC FRET ratio 530/480, 1 h; inhibition, % at 20 µM; actives 0.74% (n = 220,000);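 active means mean inhibition across duplicate retests at 20 µM reaching about 50%, limit read from the data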;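 further: 0% = DMSO wells and 100% = wells with excess untagged CBFb-SMMHC; inhibitors lower the FRET ratio by blocking Runt binding to CBFb-SMMHC; some results filed as inactive read as strong as hits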
p97 inhibitor = blocks human p97 ATPase activity; P55072; recombinant p97 ATPase, Kinase-Glo ATP luminescence, 3 h; inhibition, % at 8 µM; actives 0.42% (n = 220,000); AID 1481; in the data active means inhibition above about 15%;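 further: 0% = DMSO vehicle and 100% = wells lacking enzyme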
MDM2 E3 inh = blocks human Mdm2 ubiquitin ligase activity; Q00987; cell-based MDM2 ubiquitination luciferase reporter, 2 h; 0 = plate control, 100 = twice control, blank-subtracted; actives 0.11% (n = 210,000); signal enhancement, % at 5 µM;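 active means signal enhancement of 30% or more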;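 further: luminescence tracks abundance of the self-degrading MDM2-luciferase fusion protein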
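Material: stable MDM2–luciferase fusion reporter cells / Quantity: 2000 cells/well / Dosing: single 5 µM compound dose, 0.2% final DMSO / Buffer or medium: DMEM / Schedule: 4 h cell settling then 2 h compound exposure, 37 °C / Detection: luminescence with SteadyLite reagent, 15 min at room temperature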
Hck-Nef inh = inhibitors of human Hck kinase activated by Nef; AID 463187; actives 0.68% (n = 220,000); P08631; Recombinant Hck-YEEI plus Nef, Z-Lyte FRET kinase assay; inhibition, % at 20 µM;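 active means Hck-Nef kinase inhibition above about 50%, limit read from the data; inactive means inhibition below that limit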;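 further: 0% = DMSO with Hck plus Nef and 100% = Hck alone without Nef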
RBBP9 inhibitor = human RBBP9 hydrolase inhibition; O75884; inhibition, % at 7.94 µM; recombinant RBBP9, FP-Rh probe fluorescence polarization; actives 0.2% (n = 220,000); AID 1515;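 active means inhibition above the campaign mean of all tested compounds plus 3 SD, cut at about 14% in these data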;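 further: plate controls were DMSO wells with RBBP9 for no effect and wells lacking RBBP9 protein for full effect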
Target sequence (O75884 whole entry, looked up): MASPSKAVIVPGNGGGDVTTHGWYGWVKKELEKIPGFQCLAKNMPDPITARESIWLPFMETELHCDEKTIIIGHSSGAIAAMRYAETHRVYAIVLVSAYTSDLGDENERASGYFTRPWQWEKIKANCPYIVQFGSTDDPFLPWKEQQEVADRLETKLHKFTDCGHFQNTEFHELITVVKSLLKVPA
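Test system: recombinant human RBBP9. Quantity: 2.5 µM RBBP9 dispensing solution, before mixing. Detection: FP readout at 525/598 nm. Reagent: Serine-hydrolase probe FP-Rh, 375 nM pre-mixing. Measure: % inhibition. Control set: DMSO-treated enzyme wells and wells lacking RBBP9. Buffer or medium: Tris-NaCl-Pluronic buffer, pH 8.0. Times: preincubation 30 min plus labeling 45 min at 25 °C.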
The depositor's hits bear a star; · = not tested or not shown.

#1 COc1cc(/C=C/c2ccc3cccc([N+](=O)[O-])c3n2)ccc1OCC(=O)O
#2 Cc1ccc(S(=O)(=O)Nc2ccc(N3CCOCC3)cc2)cc1[N+](=O)[O-]
#3 N/C(Cc1nc(-c2ccc(F)cc2)cs1)=N\O
#4 CCN1C(=O)/C(=C\C(=O)c2cccs2)c2cc(Br)ccc21
#5 O=C(Nc1ccc2c(c1)nc1n2CCCCC1)c1cc(S(=O)(=O)N2CCOCC2)ccc1Cl
#6 CCOC(=O)C1CCN(c2nc(-c3ccc(Br)cc3)nc3ccccc23)CC1
#7 Cc1nnc2ccc(-c3ccc(NC(=O)c4ccco4)cc3)nn12
#8 CCC(C)[C@H](NC(=O)NCc1ccc(Cl)cc1)C(=O)OC (some centres undefined)

screen / no.	1	2	3	4	5	6	7	8
Runt-CBFb FRET	-2	-1	4	3	-2	-3	-1	-1
NPY2 pot ag	2	-5	1	14	19	-9	14	-2
NPY1 pot ag	-6	-22	-9	3	14	3	1	6
NPY-Y1 antag	-2	0	·	0	-4	1	-2	-2
Runt-SMMHC FRET	1	-4	2	0	1	2	1	0
p97 inhibitor	7	2	-2	6	3	2	5	1
MDM2 E3 inh	-6	3	-12	-12	-28	-5	-15	-24
Hck-Nef inh	24	11	-2	38	1	15	26	5
RBBP9 inhibitor	-13	1	-10	-13	-8	-8	-13	3

#9 O=C1CC(=C(c2ccccc2)c2ccccc2)C(=O)N1CCN1CCN(c2cccc(Cl)c2)CC1
#10 Cc1[nH][nH]c(=O)c1/C=N/N1CCOCC1
#11 c1ccc2c(c1)ncn2-c1ccc(-c2ccnc(-c3ccncc3)n2)cc1
#12 COc1ccc(N(CCC#N)C(=O)/C(C#N)=C/c2cccs2)cc1
#13 CCOc1ccc(/C=N/NC(=O)c2ccc(Cn3cc([N+](=O)[O-])cn3)o2)cc1
#14 COc1ccc(Cc2nnc(NC(=O)CSc3ccc(C)cc3)s2)cc1OC
#15 Nc1ncc(-c2ccccc2)n1CC1CCCO1 (centres undefined)
#16 O=C(Nc1ccc2nc(-c3ccc4nc[nH]c4c3)[nH]c2c1)c1cccs1

screen / no.	9	10	11	12	13	14	15	16
Runt-CBFb FRET	1	0	·	-1	0	-4	-1	-4
NPY2 pot ag	-11	16	9	-31	-8	-20	-3	6
NPY1 pot ag	-15	13	5	-1	-61	-10	-22	5
NPY-Y1 antag	10	0	6	7	8	22*	5	8
Runt-SMMHC FRET	1	-3	6	0	-1	-4	2	-85
p97 inhibitor	-1	4	-1	0	-2	-1	0	6
MDM2 E3 inh	-12	0	-19	-7	-4	5	-3	-7
Hck-Nef inh	2	-7	-1	25	-9	-2	0	4
RBBP9 inhibitor	-4	5	-9	3	-11	-4	-5	-7

#17 CC1(C)CC(=O)C2=C(C1)NC1=C(C(=O)c3ccccc31)C2c1ccccc1 (centres undefined)
#18 COc1ccc(-c2csc(-n3ncc(-c4ccccn4)c3N)n2)cc1
#19 COc1ccc(C(=O)NCC(=O)OCC(=O)N2CCCc3ccccc32)cc1
#20 Cc1ccc(S(=O)(=O)c2cccc(S(=O)(=O)N3CCCC3)c2)cc1S(=O)(=O)N1CCCC1
#21 C/C(=N/NC(=O)c1sc(=S)n(C)c1C)c1ccccc1
#22 Cc1ccccc1N1C(=O)C(Oc2ccc(Cl)cc2)C1CNCC1CCCO1 (centres undefined)
#23 CC1=C(C(=O)OC(C)C)C(c2ccc(N(C)C)cc2)C2=C(CC(C)(C)CC2=O)N1 (centres undefined)
#24 c1ccc(CCNc2ncnc3c2cnn3-c2ccccc2)cc1

screen / no.	17	18	19	20	21	22	23	24
Runt-CBFb FRET	-1	-1	0	1	-1	-1	5	-2
NPY2 pot ag	4	3	2	7	-11	5	13	1
NPY1 pot ag	2	10	11	14	-1	-18	-12	-9
NPY-Y1 antag	2	4	8	-3	4	4	-3	2
Runt-SMMHC FRET	6	-3	0	0	1	2	9	2
p97 inhibitor	2	2	14	-2	-2	-4	-4	-6
MDM2 E3 inh	-7	-1	-10	4	-19	4	-8	-3
Hck-Nef inh	2	39	1	-6	3	-1	1	3
RBBP9 inhibitor	-3	-7	-8	7	-3	0	-3	-3

6 entries picked at random from the list so far, as already listed:
#20 Cc1ccc(S(=O)(=O)c2cccc(S(=O)(=O)N3CCCC3)c2)cc1S(=O)(=O)N1CCCC1
#24 c1ccc(CCNc2ncnc3c2cnn3-c2ccccc2)cc1
#18 COc1ccc(-c2csc(-n3ncc(-c4ccccn4)c3N)n2)cc1
#22 Cc1ccccc1N1C(=O)C(Oc2ccc(Cl)cc2)C1CNCC1CCCO1 (centres undefined)
#21 C/C(=N/NC(=O)c1sc(=S)n(C)c1C)c1ccccc1
#23 CC1=C(C(=O)OC(C)C)C(c2ccc(N(C)C)cc2)C2=C(CC(C)(C)CC2=O)N1 (centres undefined)

screen / no.	20	24	18	22	21	23
Runt-CBFb FRET	1	-2	-1	-1	-1	5
NPY2 pot ag	7	1	3	5	-11	13
NPY1 pot ag	14	-9	10	-18	-1	-12
NPY-Y1 antag	-3	2	4	4	4	-3
Runt-SMMHC FRET	0	2	-3	2	1	9
p97 inhibitor	-2	-6	2	-4	-2	-4
MDM2 E3 inh	4	-3	-1	4	-19	-8
Hck-Nef inh	-6	3	39	-1	3	1
RBBP9 inhibitor	7	-3	-7	0	-3	-3

Other results:
#25 CCNS(=O)(=O)c1ccc(NS(C)(=O)=O)cc1
#26 O=C(CSCc1ccccc1)Nc1ccc2c(c1)C(=O)NC2=O
#27 CS(=O)(=O)NCc1ccc(C(=O)NC2CCCCC2)cc1
#28 Cn1c2c(c(=O)n(C)c1=O)C(c1cccc([N+](=O)[O-])c1)Nc1ccccc1O2 (centres undefined)
#29 NC(=S)N/N=C1\CC(n2nnnc2-c2ccccc2Cl)C2COC1O2 (centres undefined)
#30 Cc1ccc(NC2=NCC(=O)N2C2CCCC2)cc1C
#31 COP(=O)(OC)c1nc(-c2cccc3ccccc23)oc1N1CCCCC1
#32 Cc1ccc(S(=O)(=O)/N=C(\c2ccccc2)N(C)S(=O)(=O)c2ccccc2)cc1

screen / no.	25	26	27	28	29	30	31	32
Runt-CBFb FRET	1	3	0	-2	-1	-1	6	-7
NPY2 pot ag	-20	-7	-5	-14	5	0	1	3
NPY1 pot ag	-1	-5	-10	9	-7	7	11	-10
NPY-Y1 antag	5	4	5	8	-5	3	0	-1
Runt-SMMHC FRET	-3	-1	-3	0	4	4	23	-8
p97 inhibitor	3	-1	-3	3	1	2	-5	7
MDM2 E3 inh	8	-3	-12	-4	-7	-21	-17	-6
Hck-Nef inh	2	5	0	-2	31	22	41	4
RBBP9 inhibitor	-3	-2	-8	0	-11	-6	-1	-7

#33 CCn1c(=O)c(=O)[nH]c2cc(C(=O)NC3CC3)ccc21
#34 COc1ccc2cc(CN(Cc3ccco3)Cc3nnnn3C3CCCCC3)c(=O)[nH]c2c1
#35 Cc1cc(NC(=O)c2cnn3cccnc23)nn1CC(=O)Nc1cccnc1
#36 CC(=O)Nc1ccccc1C(=O)N1CCN(Cc2ccccc2)CC1
#37 CCOc1ccccc1NC(=O)NS(=O)(=O)c1ccc(C)cc1
#38 O=C(O)c1ccccc1Sc1ccccc1S(=O)(=O)NC1CCCCC1
#39 CS(=O)(=O)Oc1ccc(Br)c2cccnc12
#40 CCOC(=O)/C=c1\s/c(=C\c2ccc(-c3ccccc3)cc2)c(=O)n1CC(=O)NCc1ccc2c(c1)OCO2

screen / no.	33	34	35	36	37	38	39	40
Runt-CBFb FRET	0	3	2	·	2	-1	3	-49
NPY2 pot ag	-1	2	2	5	7	-4	13	17
NPY1 pot ag	-20	-21	8	10	6	24	-2	14
NPY-Y1 antag	13	12	-5	5	6	·	·	2
Runt-SMMHC FRET	2	2	2	1	-3	-4	3	-257
p97 inhibitor	-2	-2	3	5	-7	9	4	8
MDM2 E3 inh	-3	-14	15	23	-4	-2	-7	-3
Hck-Nef inh	0	0	-1	18	-21	-10	14	-5
RBBP9 inhibitor	-8	-10	0	-4	-18	1	-12	-8

#41 Cc1ccc2c(CC(=O)OCn3nnc4ccccc4c3=O)coc2c1
#42 Cc1ccc(CCNC(=O)C2CCN(S(=O)(=O)c3cccc4nsnc34)CC2)cc1
#43 CS(=O)(=O)N(Cc1ccc(C(=O)NCCSc2ccccn2)cc1)c1ccccc1
#44 CC(NC(=O)COc1ncnc2cc([N+](=O)[O-])ccc12)c1ccccc1 (centres undefined)
#45 CCCn1c(=O)[nH]c(=O)c2c1nc(-c1ccccc1OC(F)F)n2CCOC
#46 Cc1ccc(-c2noc(CN3C(C)CCCC3C)n2)cc1 (centres undefined)
#47 Cc1cnc(NC(=O)c2ccncc2)s1

screen / no.	41	42	43	44	45	46	47
Runt-CBFb FRET	-2	-2	2	1	0	84*	-1
NPY2 pot ag	4	2	8	20	-10	-2	1
NPY1 pot ag	-36	-3	5	-8	9	-22	-1
NPY-Y1 antag	12	0	3	-4	-2	4	-1
Runt-SMMHC FRET	2	-4	-1	6	2	-8	3
p97 inhibitor	-1	-2	3	-1	-3	-6	1
MDM2 E3 inh	-7	·	0	-6	-3	-15	-4
Hck-Nef inh	2	-1	2	0	0	12	-5
RBBP9 inhibitor	-2	-2	-4	-2	-4	-6	-2
